AID2073: inhibitors of Mint1-CaV2.2 protein interaction, biochemical, HTRF (AID 2073); inhibition, % at 20 µM; hits with a dose series show IC50 in µM; HTRF protein-protein interaction, Mint1-CaV2.2; higher % means a stronger effect; 290,000 compounds, 0.19% hits; in the data active = inhibition mostly above about 51%, no sharp cut-off; note: some results filed as inactive read as strong as hits
RSV CPE inhibition: RSV antiviral activity via CPE protection, HEp-2 cells, primary 10 µM value included (AID 2391). HEp-2 cells, RSV-induced CPE inhibition; higher % means a stronger effect. 310,000 compounds, 0.13% hits. CPE inhibition, % at 10 µM, or IC50 in µM where a hit was titrated; in the data active = a potency from the dose series; note: strong numbers were not always called active
WT yeast gro inh: growth inhibition of WT yeast, mitochondrial fusion screen; mitochondrial fusion phenotypic screen, WT strain; 190,000 compounds, 2.1% hits; inhibition, % at 10 µM; in the data active = inhibition above about 58%; tested in S. cerevisiae
NS5 inhibitors: Dengue-2 NS5 methyltransferase inhibitors, primary screen, biochemical, confirmation dose response (AID 588689); 340,000 compounds, 0.3% hits; Dengue-2 NS5 methyltransferase capping enzyme assay, biochemical; higher % means a stronger effect; inhibition, % at 25 µM, or IC50 in µM where a hit was titrated; in the data active = a potency from the dose series
Autophagy mod: autophagy modulation, high-content screen; MEF GFP-LC3 puncta imaging; test concentration mostly 10 µM; calls only at 10 µM (by protocol); 190,000 compounds, 0.98% hits; AID 463193;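 active = percentage of spot-positive cells more than 3 SD above its plate mean, without a fluorescence outlier flag or 80% toxicity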;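 note: spot-positive cell cutoff set from DMSO-treated cells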
LYP inhibition: inhibitors of LYP phosphatase, biochemical, fluorescence intensity, uHTS (AID 1779). 290,000 compounds, 0.054% hits. recombinant LYP phosphatase, fluorescence intensity; higher % means a stronger effect. inhibition, % at 11.5 µM; hits with a dose series show IC50 in µM; in the data active = inhibition above about 50%;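 note: plate controls were vehicle with enzyme for no effect and no enzyme for full effect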
GPR35 arrestin U2OS: GPR35 antagonists blocking zaprinast-driven arrestin recruitment, primary screen, imaging, U2OS, beta-arrestin-GFP, zaprinast agonist (AID 2058); U2OS GPR35 beta-arrestin-GFP translocation imaging, zaprinast antagonism; higher % means a stronger effect; inhibition, % at 10 µM; hits with a dose series show IC50 in µM; 290,000 compounds, 0.052% hits;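 active = inhibition of at least 50% with at least 30 cells and total cytoplasm GFP at most 10,000,000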
NTR1 agonist: agonists of NTR1, primary screen, imaging, U2OS cells, beta-arrestin-GFP, high content (AID 493036) | P30989 | activation, % at 20 µM | 330,000 compounds, 0.17% hits | NTR1-U2OS beta-arrestin-GFP spot imaging, agonist mode;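 active = activation at or above 40% of the spot to cytoplasm intensity ratio, with at least 20 cells analyzed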;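 note: 0% = DMSO without peptide and 100% = 100 nM NTR1 peptide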
Target sequence (P30989 whole entry, looked up): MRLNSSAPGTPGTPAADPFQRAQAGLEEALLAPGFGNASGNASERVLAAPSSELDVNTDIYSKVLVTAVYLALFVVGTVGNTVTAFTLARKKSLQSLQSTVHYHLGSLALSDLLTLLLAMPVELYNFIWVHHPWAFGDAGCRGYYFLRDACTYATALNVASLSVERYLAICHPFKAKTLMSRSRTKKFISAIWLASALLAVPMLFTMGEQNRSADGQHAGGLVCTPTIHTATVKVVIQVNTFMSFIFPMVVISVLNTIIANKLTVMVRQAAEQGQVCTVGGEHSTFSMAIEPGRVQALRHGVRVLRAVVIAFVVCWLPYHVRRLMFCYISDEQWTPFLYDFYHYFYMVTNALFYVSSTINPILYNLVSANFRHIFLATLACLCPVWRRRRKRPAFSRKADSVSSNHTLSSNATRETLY
UTI89 phage lysis: protection from phage-mediated lysis, alamar blue read-out – E. coli UTI89, K1F phage, bacterial capsule biogenesis inhibitors (AID 488966) | E. coli UTI89 K1F phage lysis, alamar blue, 2 h; higher % means a stronger effect | inhibition, % at 100 µM; hits with a dose series show IC50 in µM | 340,000 compounds, 0.02% hits;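 active = phage lysis inhibition, versus mean bacterial control, above a set limit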;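 note: capsule biogenesis inhibitors block K1F phage lysis so surviving cells raise fluorescence; higher fluorescence means more inhibition of phage lysis; actives were called in the ten point dose series up to 300 µM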
WT yeast gro inh mutant strain: also measured in WT yeast gro inh; calls as there; inhibition, %; mitochondrial fusion phenotypic screen, mutant strain inhibition
Autophagy mod cell loss 18 h: second read-out of Autophagy mod, no call of its own (marks repeat the call); toxicity, %; measured here: cell loss, nuclei count;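 cell loss after 18 h compound exposure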
NTR1 agonist cell count 20 µM: further read-out of NTR1 agonist, marked with its call; cell count; measured here: cell count, cytotoxicity flag
NS5 inhibitors pilot replicate: also measured in NS5 inhibitors; calls as there; inhibition, %; measured here: pilot screen replicate inhibition
* hit, by the source's call; i = inactive; / = not tested or not shown; [ ] = dose if it differs, or a comment.

SMILES	AID2073	RSV CPE inhibition	WT yeast gro inh	WT yeast gro inh mutant strain	NS5 inhibitors	Autophagy mod	Autophagy mod cell loss 18 h	LYP inhibition	GPR35 arrestin U2OS	NTR1 agonist	NTR1 agonist cell count 20 µM	UTI89 phage lysis	others
COc1ccc(CCN(C)C(=S)NC(=O)c2ccc(F)cc2Cl)cc1OC	31.6%	2.1%	19.1	19.0	0.7%	i	13.8	-7.7%	6.1%	1.0	41	0.2%
O=C(Nc1cccc(/C=C/c2ccccn2)c1)c1ccc(-n2cncn2)c([N+](=O)[O-])c1	/	-0.1%	/	/	-5.0%	/	/	/	/	18.0	75	0.3%[50 µM]
Cc1ccc(Cn2ccc(NC(=O)c3cc(-c4cccc(Cl)c4)on3)n2)cc1	10.6%	3.5%	0.7	3.7	-3.2%	i	-13.7	-5.1%	5.1%	6.7	89	-1.6%
Cc1ccc(NC(=O)Cn2nc(C(=O)O)c3ccccc3c2=O)cc1S(=O)(=O)N1CCOCC1	/	1.1%	/	/	-4.4%	/	/	/	/	6.1	93	0.4%[50 µM]
Clc1ccc(Oc2nc3ccccc3n3cccc23)cc1	10.3%	0.6%	4.8	10.2	5.4%	i	-26.9	-8.1%	-8.1%	2.8	50	0.7%
Cc1ccc2nc(C)c3c(c2c1)OC(C(C)(Cl)Br)C3 (stereo not given)	-0.5%	0.3%	/	/	-11.9%	/	/	-2.9%	6.1%	2.1	82	3.8%[50 µM]
COc1ccc(CNc2cccc3[nH]c(C(F)(F)F)nc23)cc1OC	-2.1%	7.1%	/	/	-3.3%	/	/	-4.2%	-3.0%	2.3	53	0.0%
O=C(NC1CC1)C1CCN(C2CCN(C(=O)c3ccc4cccc(F)c4n3)CC2)CC1	-4.3%	0.6%	4.7	10.7	0.0%	i	-4.7	-7.1%	17.6%	-0.6	56	1.7%
O=C(Nc1ccc(Nc2ccccc2)cc1)c1ccc(Br)cc1	12.9%	1.7%	/	/	-1.2%	/	/	-2.3%	12.9%	-0.4	70	0.1%
C=CCN1C(=O)C2(C(C(=O)c3ccc(C)o3)=C(O)C(=O)N2CCCN2CCOCC2)c2ccccc21 (stereo not given)	-3.1%	/	-20.9	-1.5	3.2%	i	6.0	-3.4%	0.7%	-0.8	37	0.1%
Cn1c(=O)c(C(=O)COC(=O)c2cc(-c3ccccc3)nc3ccccc23)c(N)n(Cc2ccccc2)c1=O	26.2%	5.8%	6.7	-19.4	/	i	-53.2	5.0%	-1.2%	0.8	55	/
O=C(/C=C/c1cccc([N+](=O)[O-])c1)NCc1ccccc1	7.3%	1.6%	-5.8	-11.0	-5.1%	i	-6.4	-0.6%	2.4%	-0.7	28	-0.1%
CCc1ccccc1NC(=O)COC(=O)C1C2CC3OC(=O)C1C3C2 (stereo not given)	0.9%	0.4%	/	/	5.0%	/	/	-13.2%	14.8%	-0.4	44	0.2%
COc1cccc(C(=O)Nc2ccc3[nH]ncc3c2)c1OC	-0.1%	16.8%	/	/	6.5%	/	/	-4.3%	-12.1%	0.8	70	0.1%	NS5 inhibitors pilot replicate=0.3
COc1cccc(NC(=O)C2=COCCO2)c1	/	0.3%	/	/	0.0%	/	/	/	/	-0.4	72	0.5%[50 µM]
Cc1ccc(C2CC(=O)C(C=NCCN3CCN(C(=S)Nc4ccccc4)CC3)=C(O)C2)cc1 (stereo not given)	-8.2%	4.5%	1.2	-6.9	-0.9%	i	-48.7	-2.9%	-10.2%	0.4	96	0.1%
CCC(C)Sc1nc2c(c(=O)[nH]c(=O)n2C)n1C (stereo not given)	-9.2%	39.8%	/	/	-5.5%	i	-2.1	-4.5%	-14.6%	0.9	71	1.1%
CCN(Cc1nc2cc(OC)c(OC)cc2c(=O)[nH]1)C(=O)c1ccc(S(=O)(=O)N(C)C)cc1	25.4%	0.1%	4.4	1.8	-10.7%	i	-3.8	1.9%	0.0%	0.0	79	-0.2%
Cc1ccc2c(c1)c(CC(=O)Nc1ccc(F)cc1)c(C(=O)O)n2C	8.4%	0.9%	2.7	13.9	-2.0%	i	3.6	-2.1%	-24.9%	-0.8	52	1.6%[50 µM]
COc1ccc(/C(C)=N/NC(=O)c2cc(-c3cccnc3)nc3ccccc23)cc1	5.0%	2.3%	2.0	11.1	-3.6%	i	11.3	-8.0%	0.5%	2.1	100	0.2%
CC(NC(=O)Cn1c(NCCO)nc2ccccc21)c1ccccc1 (stereo not given)	-4.3%	1.0%	-10.2	-18.9	-1.4%	i	0.9	-8.0%	-8.3%	-0.4	79	0.3%
CC(C)c1nc2oc3c(NCC4CCCO4)ncnc3c2c2c1COC(C)(C)C2 (stereo not given)	12.3%	/	-3.7	-14.6	3.4%	i	3.3	-10.5%	-4.4%	/	/	0.3%	NS5 inhibitors pilot replicate=-2.0
COc1ccc(C2C3=C(OC(C)=O)c4ccccc4C3=Nc3c2c(=O)n(C)c(=O)n3C)cc1 (stereo not given)	7.0%	-0.1%	-18.7	5.7	4.3%	i	21.9	-2.6%	-10.0%	17.1	79	0.6%
CN(C(=O)CCNC(=O)Cn1ccc2ccccc2c1=O)c1ccc(Br)cc1	6.3%	2.5%	/	/	-0.8%	/	/	-5.3%	-4.4%	-0.2	57	0.4%
COc1ccc(CCNC(=O)c2nn(C)c3c2CS(=O)(=O)c2ccccc2-3)cc1OC	3.7%	3.0%	/	/	-4.4%	/	/	-11.2%	-7.1%	0.6	65	0.4%

Going on with the list:
SMILES	AID2073	RSV CPE inhibition	WT yeast gro inh	WT yeast gro inh mutant strain	NS5 inhibitors	Autophagy mod	Autophagy mod cell loss 18 h	LYP inhibition	GPR35 arrestin U2OS	NTR1 agonist	NTR1 agonist cell count 20 µM	UTI89 phage lysis	others
CCOC(=O)c1ccc(-n2c(C)ccc2C)cc1	-5.8%	1.3%	-14.5	15.6	-4.4%	i	3.7	-1.4%	-16.3%	2.4	48	3.9%
COc1cc(NC(=O)c2ccc(Cl)cc2)c(OC)cc1NC(=O)CN1CCCCC1	-2.6%	0.1%	14.3	13.7	/	i	20.5	1.8%	-9.6%	5.4	38	/
CCOc1ccc(CCNC(=O)CS(=O)Cc2nc(-c3ccc(C)cc3)oc2C)cc1 (stereo not given)	-2.5%	5.5%	/	/	-8.0%	/	/	-4.0%	3.6%	-0.2	61	-0.3%
CC(=O)N1c2ccc(S(=O)(=O)N3CCOCC3)cc2CC1C (stereo not given)	2.4%	0.9%	/	/	-5.4%	/	/	-8.2%	15.5%	-0.3	65	-0.2%
Cc1cc(NC(=O)Cn2nc(C)c([N+](=O)[O-])c2C)no1	4.7%	-0.1%	-5.3	-0.2	-6.4%	i	17.7	-2.4%	-6.1%	-0.5	57	0.1%
COc1ccc(N/C=C\C(=O)c2ccc3c(c2)OCO3)cc1	0.1%	3.2%	-10.3	7.1	10.3%	i	10.1	-8.5%	9.0%	-1.2	44	0.3%
O=C(CC1C(=O)NCCN1Cc1ccc(Cl)c(F)c1)NCCc1cccnc1 (stereo not given)	2.1%	1.9%	/	/	6.2%	/	/	-10.5%	-4.3%	-2.0	59	0.1%
COc1ccc(S(=O)(=O)Nc2cc(C(C)C)c(O)cc2C)cc1	-0.3%	2.4%	-4.5	-5.0	-5.2%	i	-5.4	-8.5%	8.7%	0.9	77	3.0%
C/C(Cn1cnc([N+](=O)[O-])n1)=N/NC(=O)COc1c(Cl)cc(Cl)cc1Cl	6.3%	0.0%	-5.9	-9.5	2.7%	i	-1.8	-6.2%	9.6%	0.5	71	0.1%
Cc1occc1C(=O)N/N=C/c1ccc(Cl)c([N+](=O)[O-])c1	-3.5%	1.2%	7.7	19.3	0.7%	i	-3.8	-2.1%	8.0%	4.3	58	0.8%
CC(=O)N(C)c1nnc(-c2ccccn2)s1	-1.8%	1.1%	2.7	-2.0	2.0%	i	-4.8	-4.6%	10.3%	-0.2	36	-0.4%
O=C(COC(=O)c1ccc(F)cc1)NCc1ccc(F)cc1	/	1.6%	/	/	1.5%	/	/	/	/	-3.2	44	0.8%[50 µM]
CCOC(=O)c1cccnc1SCC(=O)N(CC)c1cccc(C)c1	-3.6%	1.5%	24.1	26.1	-4.0%	i	-15.7	-5.8%	-3.6%	1.7	72	1.7%

An excerpt from above in order of count of non-hydrogen atoms, low to high:
SMILES	AID2073	RSV CPE inhibition	WT yeast gro inh	WT yeast gro inh mutant strain	NS5 inhibitors	Autophagy mod	Autophagy mod cell loss 18 h	LYP inhibition	GPR35 arrestin U2OS	NTR1 agonist	NTR1 agonist cell count 20 µM	UTI89 phage lysis	others
COc1cccc(NC(=O)C2=COCCO2)c1	/	0.3%	/	/	0.0%	/	/	/	/	-0.4	72	0.5%[50 µM]
O=C(CC1C(=O)NCCN1Cc1ccc(Cl)c(F)c1)NCCc1cccnc1 (stereo not given)	2.1%	1.9%	/	/	6.2%	/	/	-10.5%	-4.3%	-2.0	59	0.1%
O=C(NC1CC1)C1CCN(C2CCN(C(=O)c3ccc4cccc(F)c4n3)CC2)CC1	-4.3%	0.6%	4.7	10.7	0.0%	i	-4.7	-7.1%	17.6%	-0.6	56	1.7%

Structural class, the entries above with bromine
SMILES	AID2073	RSV CPE inhibition	WT yeast gro inh	WT yeast gro inh mutant strain	NS5 inhibitors	Autophagy mod	Autophagy mod cell loss 18 h	LYP inhibition	GPR35 arrestin U2OS	NTR1 agonist	NTR1 agonist cell count 20 µM	UTI89 phage lysis	others
Cc1ccc2nc(C)c3c(c2c1)OC(C(C)(Cl)Br)C3 (stereo not given)	-0.5%	0.3%	/	/	-11.9%	/	/	-2.9%	6.1%	2.1	82	3.8%[50 µM]
O=C(Nc1ccc(Nc2ccccc2)cc1)c1ccc(Br)cc1	12.9%	1.7%	/	/	-1.2%	/	/	-2.3%	12.9%	-0.4	70	0.1%
CN(C(=O)CCNC(=O)Cn1ccc2ccccc2c1=O)c1ccc(Br)cc1	6.3%	2.5%	/	/	-0.8%	/	/	-5.3%	-4.4%	-0.2	57	0.4%

Reprinted at random: 2 entries already listed.
SMILES	AID2073	RSV CPE inhibition	WT yeast gro inh	WT yeast gro inh mutant strain	NS5 inhibitors	Autophagy mod	Autophagy mod cell loss 18 h	LYP inhibition	GPR35 arrestin U2OS	NTR1 agonist	NTR1 agonist cell count 20 µM	UTI89 phage lysis	others
CC(=O)N1c2ccc(S(=O)(=O)N3CCOCC3)cc2CC1C (stereo not given)	2.4%	0.9%	/	/	-5.4%	/	/	-8.2%	15.5%	-0.3	65	-0.2%
CCOC(=O)c1ccc(-n2c(C)ccc2C)cc1	-5.8%	1.3%	-14.5	15.6	-4.4%	i	3.7	-1.4%	-16.3%	2.4	48	3.9%

Compounds were not picked by outcome, and some 2.6% of all compounds hit somewhere here.
